Assay outcomes as filed in PubChem.
CHX counter – counter-screen for Shiga toxin inhibitors: cycloheximide protein synthesis inhibition. cell reporter, cycloheximide protein synthesis inhibition counterscreen. max response, %. hit rate 12% among 300,000; in the data active = max response mostly above about 13%, no sharp cut-off; inactive = mostly below about 14%; note: read at 38.3 µM for the half of the compounds with a filed dose; 0% is about no effect
AmpC no deterg – inhibitors of E. coli AmpC beta-lactamase without detergent | P00811 | AmpC nitrocefin hydrolysis, absorbance 480 nm, 0.0001% Triton | Potency, µM (titrated, usually from 57.1 µM), inactives show at the highest dose activity change, negative = inhibition, usual class: inhibitors | hit rate 0.52% among 330,000 | AID 485341;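 note: potency is the fitted concentration of half-maximal effect; plate controls were no compound for no effect and no enzyme for full effect; nearly all actives have a fitted effect of over 20% in size; some results filed as inactive show a strong effect at the top dose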
Target sequence (P00811 whole entry, looked up): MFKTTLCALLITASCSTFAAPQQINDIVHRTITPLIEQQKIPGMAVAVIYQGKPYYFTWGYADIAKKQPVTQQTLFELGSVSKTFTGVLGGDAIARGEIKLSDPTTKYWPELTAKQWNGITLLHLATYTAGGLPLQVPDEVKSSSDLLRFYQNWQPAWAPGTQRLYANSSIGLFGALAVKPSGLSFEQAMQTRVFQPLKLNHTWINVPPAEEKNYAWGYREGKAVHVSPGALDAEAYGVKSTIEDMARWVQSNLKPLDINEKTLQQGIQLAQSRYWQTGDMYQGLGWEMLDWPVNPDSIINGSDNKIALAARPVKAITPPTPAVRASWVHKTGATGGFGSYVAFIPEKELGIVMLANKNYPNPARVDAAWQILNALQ
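20 mM phosphate pH 7.0 + 0.01% (detergent screen) or 0.0001% Triton X-100; 5.3 nM AmpC reagent; cpd preinc 15 min RT; nitrocefin (800 uM stock) to start; A480 q20 s × 4 min; Activity was normalised to no-enzyme and no-compound control wells.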
Tb PYK inh – blocks Trypanosoma brucei pyruvate kinase. Q57TT1. TbPYK enzyme, Kinase-Glo Plus ATP luminescence, 45 min. Potency, µM (highest dose often 76.8 µM), inactives show at the top dose activity, negative = inhibition, actives largely listed as inhibitors. hit rate 0.12% among 410,000; note: potency is the fitted concentration of half-maximal effect; % is set by controls: 0 for no effect and ±100 for the full control effect; nearly all actives have a fitted effect of over 50% in size
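Luminescence from Kinase-Glo Plus, added after a 45-minute room-temperature reaction, served as the end-point read-out. The enzyme and substrate were preincubated with compound before ADP (130 uM final) initiated turnover. Concentration-effect curves came from normalized qHTS data.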
Shiga toxin inh – Shiga toxin inhibition; Vero cells, Shiga toxin protein synthesis inhibition reporter; AID 2315; inhibition, % at 38.7 µM; hit rate 9.2% among 290,000; in the data active = inhibition mostly above about 28%, no sharp cut-off; inactive = mostly below about 43%; note: 0% is about no effect
Pf growth 48h – P. falciparum growth inhibition at 48 hours (one generation) | P. falciparum luciferase growth in erythrocytes, 48 h | Potency, µM (series often up to 28.7 µM), for the others: at the highest dose activity change, negative = inhibition, hits mostly inhibitors | hit rate 5.9% among 310,000; note: potency is the fitted concentration of half-maximal effect; % is set by controls: 0 for no effect and ±100 for the full control effect
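A one-generation exposure of luciferase-tagged malaria parasites in RPMI 1640/Albumax erythrocyte culture, 37 C and 5% CO2. Inhibition is inferred from decreased luminescence after adding detection reagent.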
Pf growth 96h – P. falciparum growth inhibition at 96 hour, primary screen for plastid delayed-death inhibitors | P. falciparum luciferase reporter growth, 96 h | Potency, µM (doses to about 28.7 µM), for the others: top-dose activity change, negative = inhibition, actives largely listed as inhibitors | hit rate 6.9% among 320,000; note: potency is the fitted concentration of half-maximal effect; % is set by controls: 0 for no effect and ±100 for the full control effect
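Cell-based qHTS: luciferase-tagged P. falciparum in erythrocytes (2% hematocrit, 0.05% parasitemia final) incubated with compounds for 96 hours, 37 C, 5% CO2; luciferase detection reagent then added and luminescence measured.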
LmPK inhibitor – inhibitors of Leishmania mexicana pyruvate kinase. Q27686. purified LmPK, Kinase-Glo ATP luminescence, 1 h. Potency, µM (series often up to 57.5 µM), for the others: at the highest dose activity change, negative = inhibition, hits mostly inhibitors. hit rate 0.37% among 290,000. AID 1721; note: potency is the fitted concentration of half-maximal effect; % is set by controls: 0 for no effect and ±100 for the full control effect
Target sequence (Q27686 whole entry, looked up): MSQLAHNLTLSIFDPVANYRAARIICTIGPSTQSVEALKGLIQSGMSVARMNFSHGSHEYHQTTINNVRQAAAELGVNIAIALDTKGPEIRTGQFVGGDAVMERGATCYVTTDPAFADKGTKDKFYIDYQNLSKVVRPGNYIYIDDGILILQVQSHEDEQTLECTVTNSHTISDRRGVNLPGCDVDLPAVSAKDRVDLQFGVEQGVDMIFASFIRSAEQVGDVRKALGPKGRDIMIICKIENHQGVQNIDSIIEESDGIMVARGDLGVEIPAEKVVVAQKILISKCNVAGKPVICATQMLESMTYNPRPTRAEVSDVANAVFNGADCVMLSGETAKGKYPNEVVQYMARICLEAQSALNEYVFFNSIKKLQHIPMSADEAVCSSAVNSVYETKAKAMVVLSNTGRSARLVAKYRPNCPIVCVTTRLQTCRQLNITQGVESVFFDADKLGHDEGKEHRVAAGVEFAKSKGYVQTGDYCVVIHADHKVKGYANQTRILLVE
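In 50 mM imidazole pH 7.2 with 7 mM MgCl2, LmPK (0.1 nM) turned over PEP (0.5 mM) and ADP (0.1 mM) for 1 h at room temperature. Luciferase read-out of ATP.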
The depositor's hits bear a star; ? = inconclusive; · = not tested or not shown; & = joins results of further samples; [ ] = dose if it differs, or a comment. Unless noted, calls come from the whole dose curve; as a rule, active = well fitted curve in the direction sought with a large enough effect; inconclusive = small, poorly fitted or top-dose-only effect, or another doubt; inactive = no such curve, though single readings can be large; an effect the other way counts as inactive or inconclusive.

mol,CHX counter,AmpC no deterg,Tb PYK inh,Shiga toxin inh,Pf growth 48h,Pf growth 96h,LmPK inhibitor
COc1cc(/C=N/NC(=O)c2nnn(-c3nonc3N)c2-c2cccs2)ccc1O,1,-41%,0%,-10,-8%,-10%,5%
COc1ccccc1Cn1c(SCC#N)nc2cc(C(=O)N3CCC4(CC3)OCCO4)ccc2c1=O,-2,196%[activator],-1%,-26,?,9.3µM*,-2%
CCOC(=O)c1[nH]cnc1C(=O)NC1CCCCC1,-1,-14%,-5%,-11,·,-2%,-3%
CSc1nsc(/C=C/Nc2ccc(C)c(C)c2)c1C#N,28,?,0%,45*,?,?,7%
O=C(NNC(=O)c1cc(Br)ccc1Cl)c1csc(N2CCOCC2)n1,-3,-22%,5%,-7,85%[activator],-4%,0%
O=C(N/N=C/c1c(O)ccc2ccccc12)c1cccc(C(F)(F)F)c1,-5,-43%,4%,-11,3.7µM*,2.6µM*,1%
COc1ccc(N2CCN(C(=O)CCNS(=O)(=O)c3ccc(C)cc3)CC2)cc1,0,77%[activator],4%,12,-18%,?,-1%
CCOC(=O)C1CCN(C(=O)CSc2nc3ncccc3[nH]2)CC1,16,-11%,0%,-5,5%,?,0%
CCOC(=O)c1ccccc1NC(=O)CN1C(=O)NC(C)(CCc2ccccc2)C1=O (stereo not given),·,22%,1%,·,?,?,·
N#C/C(=C\c1ccc(C#N)cc1)C(=O)N1CCCC1,-1,-25%[11.4 µM],·,-17,23%,-5%,0%
CC(=O)N1CCC(=NNc2ccnc3cc(Cl)ccc23)CC1,-2,19%,-1%,-17,1.9µM*,2.6µM*,7%
CSCC[C@H](NC(=O)c1ccc(Cl)c([N+](=O)[O-])c1)c1nc2ccccc2[nH]1,-2,-37%,-7%,-4,-23%,-14%,1%
O=C(CCC(=O)N1CCSc2ccccc21)Nc1cccc(F)c1,1,-14%,1%,2,8%,-12%,5%
Cc1ccc(Nc2nc(N)c3ccccc3n2)cc1C,20*,-11%,5%,37*,?,?,-17%
CCCOc1ccc(-c2nn(-c3ccccc3)cc2/C=C2\SC(N)=NC2=O)cc1,1,-25%,2%,22,?,-1%,0%
COc1ccc(-c2nc(CS(=O)CC(=O)NC3CCCCC3C)c(C)o2)cc1 (stereo not given),-5,70%[activator],-8%,2,-7%,-12%,-5%
COc1cc(-n2cnnn2)ccc1S(=O)(=O)N1CCOCC1,4,-11%,·,-10,0%,4%,1%
CCCCCC(=O)Nc1cccc(C2=NOC3(C2)C[C@@H](C(N)=O)N(C(=O)CC(c2ccccc2)c2ccccc2)C3)c1 (stereo not given in full),-4,133%[activator],-1%,-9,-15%,?,-4%
O=C(OCc1cccc(F)c1)c1cc2ccccc2cc1O,-2,-4%,-3%,·,11%,?,2%
Cc1csc(NC(=O)CCC(=O)N(CC(=O)NC2CCCCC2)c2ccccc2)n1,-3,172%[activator],3%,2,-26%,48%[activator],-6%
Cn1c(=O)c2c(nc(NNC(=O)C(F)(F)F)n2C)n(C)c1=O,-1,-27%,0%,-2,6%,-11%,1%
COc1ccc(CC2(CCc3ccncc3)C(=O)NC(=O)NC2=O)cc1OC,-10,-5%,-4%,-5,-5%,-4%,0%
C#CCOCCOCCOCCNc1nc(N2CCN(C(=O)Cn3cc(CCCCN)nn3)CC2)nc(N2CCN(C(=O)Cn3cc(CC(C)O)nn3)CC2)n1 (stereo not given),-3,202%[activator],-3%,-11,11%,-18%,-5%
O=C(CP(=O)(c1ccccc1)c1ccccc1)Nc1cccc(CP(=O)(c2ccccc2)c2ccccc2)c1,-1,81%[activator],1%,9,?,7.4µM*,-5%
O=C1C2C3CCC(C3)C2C(=O)N1Cc1ccco1 (stereo not given),-1,-11%,-1%,7,13%,89%[activator],2%
COCCCN=Cc1c(C)[nH]n(-c2ccc(Br)c(C)c2)c1=O,49*,31%,-9%,38*,253%[activator],353%[activator],1%
COc1cccc(OCc2cc(C(=O)N(Cc3ccccc3)CC3CC3)no2)c1,9,-23%,-7%,-7,-5%,?,7%
CCOc1ccccc1NC(=O)CCCCCN1C(=O)[C@@H]2Cc3ccccc3CN2C1=O,-2,44%,-2%,-4,?,?,1%
CCCCSc1nc2sc3c(c2c(=O)n1-c1ccccc1)CCN(C)C3,-2,109%[activator],-4%,-9,5.2µM*,4.1µM*,-11%
O=C(Nc1ccc(O)cc1)N1CCOCC1,1,-28%,4%,8,62%[activator],55%[activator],1%
CCCCNC(=O)c1[nH]c(C)c(C(C)=O)c1C,11,-19%,-8%,4,13%,3%,11%
C=CCn1c(O)c(C=NCCN(C)C)c(=O)[nH]c1=O,-2,-5%,7%,-8,3%,18%,3%
CCOC(=O)c1c(NC(=O)CC2SC(N)=NC2=O)sc2c1CCC(C)C2 (stereo not given),-2,107%[activator],4%,7,?,44%[activator],5%
CN1C(=O)/C(=C/c2ccccc2Cl)Sc2ccc(C(=O)NCc3cccnc3)cc21,9,135%[activator],1%,17,?,-43%,5%
O=C(c1cc(C(=O)c2ccco2)cc(C(=O)c2ccco2)c1)c1ccco1,2,-21%,4%,-9,35%[activator],82%[activator],7%
NC1=NC2CS(=O)(=O)CC2S1 (stereo not given),-1,-11%,0%,-9,10%,53%[activator],-4%
COCCNC(=O)C1CC2Cn3c(nc4cc5ccccc5cc43)C2N1C (stereo not given),12,1%,-4%,22,66%[activator],?,-3%
CCOc1ccc(C2CC(c3ccc(CC)cc3)Nc3nc(N)nn32)cc1 (stereo not given),11,17%,-2%,11,2%,7%,1%
O=C(N/N=C/c1cccnc1)c1cccc(NC(=O)c2ccc(Cl)cc2)c1,3,10%,3%,20,?,16%,-3%
O=C(NC(=S)Nc1ncccn1)c1ccc(Cl)cc1Cl,30*,-20%,2%,127*,92%[activator],?,-1%

Filtered by structure, those above containing bromine
mol,CHX counter,AmpC no deterg,Tb PYK inh,Shiga toxin inh,Pf growth 48h,Pf growth 96h,LmPK inhibitor
O=C(NNC(=O)c1cc(Br)ccc1Cl)c1csc(N2CCOCC2)n1,-3,-22%,5%,-7,85%[activator],-4%,0%
COCCCN=Cc1c(C)[nH]n(-c2ccc(Br)c(C)c2)c1=O,49*,31%,-9%,38*,253%[activator],353%[activator],1%

(more compounds)
mol,CHX counter,AmpC no deterg,Tb PYK inh,Shiga toxin inh,Pf growth 48h,Pf growth 96h,LmPK inhibitor
N#Cc1nc(-c2cccc3ccccc23)oc1NCC#CCOC(=O)c1cccs1,·,?,·,·,1%,11%,·
COc1ccc(S(=O)(=O)N2CCN(C(=O)N(C)C)C2C)cc1 (stereo not given),-6,-4%,-27%,-15,4%,28%,0%
O=C(CCc1nc2ccccc2c(=O)[nH]1)NC1CCN(Cc2ccccc2)CC1,-5,-11%,-5%,-2,-11%,-10%,3%
CC(=O)Cn1c(=O)c2c(nc3n2CCCN3Cc2ccccc2)n(C)c1=O,-2,20%,-1%,-3,-6%,-10%,0%
Cn1c(O)c(C=NCc2ccco2)c(=O)n(C)c1=O,-2,-5%,2%,-12,·,1%,7%
CC(=O)N1CCc2[nH]c3ccccc3c2C1,-2,-5%,1%,20,8%,?,2%
COC(=O)CCCC(=O)N1CCCC(CCC(=O)NCc2ccc(F)c(F)c2)C1 (stereo not given),0,-32%,0%,-1,8.3µM*,5%,3%
CCC1CN(C(=O)N2CCC(C(=O)Nc3ccccc3OC)CC2)c2ccccc2O1 (stereo not given),-9,120%[activator],-18%,-4,?,?,-4%
Cc1cc(=O)n2nc(N3CCCC(C(=O)NCc4ccc(Cl)cc4)C3)sc2n1 (stereo not given),-2,0%,2%,-10,-7%,?,-10%
Cc1cc2c(ncn2C(C)C)c(NS(=O)(=O)c2ccc(F)cc2)c1C,13,2%,1%,34,10%,-9%,5%

Two of the compounds above, with each value named:
COc1ccc(S(=O)(=O)N2CCN(C(=O)N(C)C)C2C)cc1 (stereo not given)
  CHX counter: -6	AmpC no deterg: -4%	Tb PYK inh: -27%	Shiga toxin inh: -15	Pf growth 48h: 4%	Pf growth 96h: 28%	LmPK inhibitor: 0%
CCC1CN(C(=O)N2CCC(C(=O)Nc3ccccc3OC)CC2)c2ccccc2O1 (stereo not given)
  CHX counter: -9	AmpC no deterg: 120%[activator]	Tb PYK inh: -18%	Shiga toxin inh: -4	Pf growth 48h: ?	Pf growth 96h: ?	LmPK inhibitor: -4%

Next compounds.
mol,CHX counter,AmpC no deterg,Tb PYK inh,Shiga toxin inh,Pf growth 48h,Pf growth 96h,LmPK inhibitor
COc1cc(C(C)=O)ccc1Oc1ncnc2c1cnn2-c1ccc(C)c(C)c1,32*,-5%,-7%,63*,?,?,5%
CC(C)(C)C(=O)NC(n1cnc2c(N3CCOCC3)ncnc21)C(Cl)(Cl)Cl (stereo not given),18,39%,1%,1,?,10%,1%
COc1ccc(Br)c2oc(SC)cc(=O)c12,-5&-5,31%,-1%,14,21%,?,3%
Cc1ccc(O)c(CNc2nc3ccccc3n2C(C)C)c1,-3,-21%,-1%,12,8.3µM*,15%,1%
COc1ccc(C2c3[nH]c4ccccc4c3C[C@H]3C(=O)N(c4ccccc4C(=O)N4CCC[C@H]4C(=O)O)C(=O)N23)cc1 (stereo not given in full),7,-2%,3%,-4,9.3µM*,?,-6%
COc1ccccc1NS(=O)(=O)c1ccc(Cl)c(NC(=O)C(C)N2C(=O)c3ccccc3C2=O)c1 (stereo not given),-2,-41%,1%,-3,12%,?,0%
COC(=O)c1cn(C(=O)c2cc(OC)c(OC)c(OC)c2)c2ccccc12,0,156%[activator],-2%,-18,-8%,2%,-9%
CCN(CC)c1ccc(NC(=O)c2ccc3c(c2)c(C)c(C)n3C)cc1,8,-27%,-11%,10,?,?,-5%
CCOC(=O)C1CCN(C(=O)CN(c2ccc(Oc3ccccc3)cc2)S(C)(=O)=O)CC1,8,210%[activator],1%,4,?,?,-2%
CN(C(=O)COC(=O)Cc1c(Cl)cccc1Cl)C1CCS(=O)(=O)C1 (stereo not given),·,-2%,-1%,·,2%,?,·
O=C(O)CN(c1ccccn1)S(=O)(=O)c1ccc(Cl)cc1,-2,-20%,-12%,1,·,6%,-1%
Nc1cccnc1-n1nc(C(F)(F)F)cc1C(F)(F)F,4,-10%,4%,14,65%[activator],91%[activator],0%
COc1ccc(Oc2cn[nH]c2-c2ccc(OC)cc2O)cc1,2,-32%,7%,-5,6.6µM*,?,-2%
CC(=O)c1cc(C#N)c(N2CCN(C)CC2)nc1C,-3,-16%,7%,12,8%,11%,2%
CN(C)CCC(c1ccc(Cl)cc1)c1ccccn1 (stereo not given),1&-3,-11%&3%&-6%,-5%&-1%&1%,3&-15,-25%&-27%,6%&-17%,6%&-4%
CCOC(=O)c1oc2ccccc2c1NC(=O)c1ccco1,14,-6%,5%,15,18%,-25%,1%
CCOc1ncccc1C(=O)OCc1c(F)cccc1Cl,4,9%,4%,-8,26%,9%,-1%
CN(CC(=O)Nc1cccc(F)c1)C(=O)c1ccccc1Cc1ccccc1,·,-20%,6%,·,?,?,·
O=C(CSc1ccc(-c2ccccn2)nn1)N1CCCCC1,31*,-2%,-9%,72*,72%[activator],-1%,-3%
